Keap1 Nrf2 FP: disrupts human Keap1 binding to Nrf2 peptide; 0.15% of 340,000 active; Q14145; inhibition, % at 9.4 µM; Keap1 Kelch-Nrf2 peptide fluorescence polarization, 1536-well; in the data active = inhibition above about 12%; inconclusive = no clear call, values can overlap the other calls; inactive = below about 7.3%;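 also: human Keap1 Kelch domain with fluorescein labeled Nrf2 9mer peptide probe; 0% = neutral control wells and 100% = peptide positive control; higher means more block of Keap1 binding to Nrf2 peptide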
PvdQ inh: P. aeruginosa PvdQ acylase inhibition | purified PvdQ acylase, fluorescence plate reader | 0.063% of 340,000 active | inhibition, % at 10 µM; in the data active = inhibition above about 30%, passing the limit was not always enough; inconclusive = no clear call, values can overlap the other calls;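 also: 0% = vehicle neutral wells and 100% = reference inhibitor wells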
CDK5 inh: CDK5/p35 (human) kinase inhibition | 0.01% of 330,000 active | AID 488839 | inhibition, % at 10 µM | Recombinant CDK5/p35, ADP-Glo luminescence, 60 min | Q00535+Q15078;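 active = highest replicate inhibition of at least 50% and at least 75% of replicates reaching 50%; inconclusive = only one of the two criteria met; inactive = both criteria failed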;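 also: plate controls were DMSO neutral control for no effect and GW8510 at 10 µM for full effect; many of its hits are not listed in these tables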
NSD2 inh: inhibitors of human histone methyltransferase NSD2; 0.54% of 310,000 active; NSD2 peptide methylation, AlphaScreen, 120 min; inhibition, % at 12.5 µM; O96028; AID 743445; in the data active = inhibition above about 50%
Target sequence (O96028 whole entry, looked up): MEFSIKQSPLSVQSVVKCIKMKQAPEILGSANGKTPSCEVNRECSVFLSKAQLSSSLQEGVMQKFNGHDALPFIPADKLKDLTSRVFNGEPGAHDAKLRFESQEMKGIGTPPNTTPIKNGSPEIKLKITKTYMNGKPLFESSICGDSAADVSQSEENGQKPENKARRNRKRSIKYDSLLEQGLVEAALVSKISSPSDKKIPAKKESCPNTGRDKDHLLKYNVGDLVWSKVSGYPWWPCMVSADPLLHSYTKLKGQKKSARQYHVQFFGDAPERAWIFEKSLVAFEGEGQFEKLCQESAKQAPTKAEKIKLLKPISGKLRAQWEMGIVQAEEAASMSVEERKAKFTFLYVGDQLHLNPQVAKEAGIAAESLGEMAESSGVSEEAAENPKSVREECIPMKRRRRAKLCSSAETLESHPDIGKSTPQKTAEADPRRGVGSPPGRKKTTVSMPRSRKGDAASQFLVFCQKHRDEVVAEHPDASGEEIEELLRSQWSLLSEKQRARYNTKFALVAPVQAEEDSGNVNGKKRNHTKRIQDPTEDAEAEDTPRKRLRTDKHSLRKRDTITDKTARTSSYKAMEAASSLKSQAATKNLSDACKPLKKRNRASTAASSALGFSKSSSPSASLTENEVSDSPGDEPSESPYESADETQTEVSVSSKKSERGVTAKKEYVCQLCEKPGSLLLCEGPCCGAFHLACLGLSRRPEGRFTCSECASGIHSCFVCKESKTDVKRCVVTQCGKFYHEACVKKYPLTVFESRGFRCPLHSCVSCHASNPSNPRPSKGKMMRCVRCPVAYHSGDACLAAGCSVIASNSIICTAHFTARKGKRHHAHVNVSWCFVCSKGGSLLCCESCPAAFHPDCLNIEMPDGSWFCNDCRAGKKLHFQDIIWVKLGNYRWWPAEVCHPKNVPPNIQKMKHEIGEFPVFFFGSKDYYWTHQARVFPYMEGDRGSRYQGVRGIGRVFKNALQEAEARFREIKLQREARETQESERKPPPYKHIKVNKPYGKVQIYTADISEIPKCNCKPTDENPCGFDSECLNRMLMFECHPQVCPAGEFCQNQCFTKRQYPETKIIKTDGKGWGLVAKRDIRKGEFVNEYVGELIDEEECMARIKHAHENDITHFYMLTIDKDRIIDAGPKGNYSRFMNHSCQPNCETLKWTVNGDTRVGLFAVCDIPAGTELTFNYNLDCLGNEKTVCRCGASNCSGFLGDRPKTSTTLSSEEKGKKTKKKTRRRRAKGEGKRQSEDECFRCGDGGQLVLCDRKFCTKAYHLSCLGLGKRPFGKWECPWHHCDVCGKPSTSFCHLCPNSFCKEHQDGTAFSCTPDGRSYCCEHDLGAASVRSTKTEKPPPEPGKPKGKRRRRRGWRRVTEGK
PfHsp90 yeast 2: reduces growth (ATP signal) of yeast expressing P. falciparum Hsp90; S. cerevisiae expressing PfHsp90, BacTiter-Glo ATP, 48 h; yeast lacking PDR1 and PDR3 efflux regulators; inhibition, % at 9.4 µM; 0.32% of 310,000 active; AID 504621;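 active = every replicate shows inhibition above about 80%, whatever the replicate mean, limit read from the data; inconclusive = mean inhibition reaches the set limit but some replicate falls short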;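 also: 0% = DMSO neutral controls and 100% = 20 µM radicicol positive controls; yeast relying on Plasmodium falciparum Hsp90 in place of its own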
RTF Ca sens inh: cardiac RTF calcium desensitization | P19429+P45379 | IANBD-labeled cardiac RTF, Ca2+ fluorescence | inhibition, % at 7.15 µM | 0.12% of 340,000 active;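 active = inhibition above the mean inhibition of all tested compounds plus 3 SD, cut at about 17% in these data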;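 also: assay run at fixed EC70 calcium of 1.6 mM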
Mot1-301 SUMO: blocks SUMOylation pathway, rescuing yeast Mot1-301 growth; 1% of 320,000 active; S. cerevisiae Mot1-301 growth rescue, ATP luminescence, 38.5C; percent above DMSO median, 100 means doubled; growth rescue, % at 18.8 µM;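 active = every valid replicate shows activation above 250% relative to neutral control wells; inactive = the rest, any valid replicate at or below 250%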;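 also: OY570 slx delta 5 strain wells were the positive control but not used for scaling; some compounds called inactive have numbers as strong as hits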
Rtt109 HAT inh: C. albicans Rtt109 histone acetyltransferase inhibition; Q5AAJ8; purified Rtt109/Vps75, ThioGlo CoA-SH fluorescence, 4 h; inhibition, % at 34.9 µM; 0.16% of 330,000 active;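 active = inhibition of at least 50% in every replicate; inconclusive = best replicate reaches 50% inhibition but some replicates fall short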
cardiac RTF act: increases calcium sensitivity of human cardiac regulated thin filaments; IANBD-labeled TnC RTF fluorescence at EC20 calcium; 0% EC20 calcium, 100% full calcium; AID 493008; 0.24% of 340,000 active; activation, % at 7.2 µM; P19429+P45379;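 active = activation above the mean over all tested compounds plus 3 SD, cut at about 30% in these data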;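 also: rise in fluorescence read as greater calcium sensitivity of cardiac thin filaments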
C-LANA FP: KSHV C-LANA DNA binding inhibition | MBP-C-LANA/FAM-LBS DNA binding, fluorescence polarization | inhibition, % at 9 µM | 0.078% of 340,000 active;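 active = highest replicate inhibition at or above 60% at 9 µM, even if other replicates fall short; inactive = all replicates below 60% inhibition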;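 also: 0% = neutral control wells and 100% = 4 µM acridine orange control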
dFosB activator: mouse delta FosB homodimer activation | P13346 | purified delta FosB, TAMRA-CDK5 oligo fluorescence polarization; percent of positive-control signal above neutral wells | activation, % at 25 µM | 0.99% of 340,000 active | AID 493131;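 active = mean activation above about 17%, with every replicate also reaching it, limit read from the data, passing the limit was not always enough; inconclusive = only one of the two conditions met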;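 also: fluorescence polarization rise as delta FosB binds a TAMRA Cdk5 AP-1 oligo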
Numbers without * were called inactive; ? = inconclusive; / = no result given; & = joins results of further samples.

SMILES	Keap1 Nrf2 FP	PvdQ inh	CDK5 inh	NSD2 inh	PfHsp90 yeast 2	RTF Ca sens inh	Mot1-301 SUMO	Rtt109 HAT inh	cardiac RTF act	C-LANA FP	dFosB activator
CCOc1ccc(N2CC(O)(c3cccs3)[N+]3=C2CCCC3)cc1 (stereo not given)	-2	-16	0.2	/	-8	1	2	2	1	0.2	-8
Cc1ccc(OCC(=O)NCc2ccc3c(c2)OCO3)c([N+](=O)[O-])n1	-2	-10	-2.0	-2	3	-9	-3	5	5	-2.9	-6
O=c1[nH]cc(S(=O)(=O)NCc2ccccc2)c(=O)[nH]1	-3	-13	0.9	-2	-5	-12	148	-6	4	0.3	8
COc1ccccc1C(=O)NNC(=O)c1ccc(Br)cc1	-4	-14	1.2	-4	-19	-5	-2	-4	3	1.8	?
COc1cc(OC)cc(C(=O)N[C@H](C(=O)NNC(=O)c2ccc(Br)cc2)C(C)C)c1	2	-11	0.5	1	-1	-2	18	-2	1	1.5	23*
Cc1nn(C)c(C(=O)Nc2cccc(Nc3ccccc3)c2)c1[N+](=O)[O-]	1	-9	-2.9	31	/	2	12	14	-3	1.8	-7
CC1(c2nnc(-c3cccc(Cl)c3)o2)CC(c2c(Cl)cccc2Cl)=NO1 (stereo not given)	2	-3	-1.5	/	-50	-3	-7	-4	-5	2.2	-5
O=C(NN=C1CCCCCC1)c1ccc(Br)o1	-5	-2	-0.1	-1	16	-16	1	18	-6	0.3	2
COc1ccc(C(=O)OCC(=O)NCC2CCCO2)cc1[N+](=O)[O-] (stereo not given)	-1	5	2.1	-3	-16	-5	-13	1	2	-0.7	-1
COc1ccc(NC(=O)CSc2nnc(CNc3ccc(F)cc3)o2)c(OC)c1	2	-10	-0.1	/	14	-15	135	-3	3	0.3	-2
N#Cc1ccccc1S(=O)(=O)N1CCN(C(=O)c2cc(-c3ccccc3)nn2-c2ccccc2)CC1	-4	-11	-2.9	0	-86	-3	-6	-11	2	0.2	1
CN(C)/C(=N\S(=O)(=O)c1ccccc1)c1ccc([N+](=O)[O-])cc1	0	4	0.7	-3	-8	-15	-14	6	-1	-0.3	-6
COc1cc(C2C(C(C)=O)=C(C)Nc3ncnn32)ccc1O (stereo not given)	0	-8	2.1	-5	12	1	/	1	-1	-6.8	-2
Cc1c(C(=O)NCCCN2CCOCC2)sc2nc(-c3ccc(F)cc3)cn12	-2	-5	-2.1	-3	2	-6	6	2	-1	-0.3	-14
N#Cc1ccc(C(=O)NC(=S)NC2CCCCC2)cc1	-5	-12	-1.3	3	1	-4	295	-8	4	2.0	-12
O=C(NC(Cc1c[nH]c2ccccc12)C(=O)Nc1ccc(F)c([N+](=O)[O-])c1)c1cccs1 (stereo not given)	-5	-9	1.1	-2	-1	4	58	12	6	0.8	0
COc1ccc(C(CNC(=O)c2cccc(NS(=O)(=O)c3ccccc3)c2)N(C)C)cc1 (stereo not given)	-1	-18	-0.2	0	3	-1	122	3	3	0.7	-2
COc1ccc(C)cc1NS(=O)(=O)c1ccc2c(c1)NC(=O)C(C)S2 (stereo not given)	2	-13	-0.3	5	18	-3	-12	1	5	2.2	-7
CC1=Nn2c(nnc2-c2cc(-c3ccccc3)n[nH]2)SC1	-5	-19	-2.3	1	-4	-10	0	2	1	-1.1	-15
O=C(COc1ccc(-c2ccccc2)cc1)NNC(=O)Nc1ccccc1	-2	10	1.1	-1	/	-2	1	13	-3	-0.9	3
Cn1c(Cn2c(=O)sc3ccccc32)nnc1SCC(=O)NCc1ccco1	2	-14	0.1	/	/	-4	3	1	4	2.9	-5
O=[N+]([O-])c1ccc(Sc2ccccn2)nc1	-2	10	-2.1	-1	-12	3	39	-5	5	0.8	-3
COc1cccc(CNc2ccc(N3CCCCC3)cc2)c1OC	-3	-16	-1.4	29	-31	-6	-4	-6	-3	-0.7	-8
CC(C)(C)c1ccc(S(=O)(=O)N2CCN(c3ncccn3)CC2)cc1	-1	4	0.1	-4	15	8	12	4	11	3.1	-11
COC(=O)N/N=C/c1cc(C)n(-c2cccc3ccccc23)c1C	-1	-1	0.2	2	2	-10	-16	2	-4	-0.7	-8
COc1ccc2nc(C)cc(Nc3cccc(C(=O)O)c3)c2c1	1	-4	-1.0	6	-13	-3	-14	1	1	-0.5	0
CCCc1cc(N2CCOCC2)n2ncc(-c3ccccc3)c2n1	-5	-8	-4.7	0	-7	-12	4	3	-3	0.2	-17
COc1cc(CCC(=O)OCC(=O)Nc2ccc(C)cc2Cl)cc(OC)c1OC	2	-15	-1.1	-3	-57	0	-6	-6	-2	0.3	1
Cc1sc(NC(=O)Nc2ccccc2)c(C(N)=O)c1C	1	-9	-2.2	-1	-10	-7	-14	0	-4	-0.8	/
CC(C)/C=C1\CC/C(=C\c2ccc(N(C)C)cc2)C1=O	1	-8	0.6	-1	9	-38	136	0	64*	7.2	0
O=C(CSc1nnc(-c2cccc(S(=O)(=O)N3CCCC3)c2)n1-c1ccccc1)Nc1cccc(C(=O)O)c1	0	-8	-1.6	2	0	-18	-11	3	0	-1.1	-12
O=C(NC1CCCCC1)C(c1ccncc1)N(C(=O)c1csnn1)c1ccc(F)cc1 (stereo not given)	0	3	-0.8	-4	15	4	111	-2	-3	0.6	-1
CCOC(=O)C1CCN(C(=O)COC(=O)Cc2ccc(Cl)cc2)CC1	-2	-16	1.2	-3	-7	-10	0	2	2	-6.5	-9
O=C(CSc1nnc(-c2ccncc2)n1-c1ccccc1)NC1CC1	2	2	-0.4	0	4	0	76	-1	-1	-1.7	-3
COc1cc(C(=O)N2CCN(c3cc(Cl)ccc3Cl)CC2)cc(OC)c1OC	-6	2	-0.6	/	-23	4	28	6	4	0.0	-5
CCN(CC)S(=O)(=O)c1ccc(Br)c(OC)c1	-6	-12	0.8	-3	/	-7	-15	/	0	1.1	-1
CCS(=O)(=O)Nc1cccc(C2=NN(S(C)(=O)=O)C(c3ccccc3)C2)c1 (stereo not given)	-7	-8	0.1	0	-15	0	-9	2	4	-0.1	-8
O=C(Oc1c(CN2CCOCC2)cc(Cl)c2cccnc12)c1ccc(F)cc1	4	-10	0.0	1	/	-2	-21	6	-1	0.9	-9
Cc1cccc(NC(=O)c2nc[nH]c2C(=O)N[C@@H](C)c2ccccc2)c1	-2	2	-0.2	/	-18	1	-15	12	-2	0.2	0
COc1ccc(CCNC(=O)c2ccc3nc(-c4ccco4)c(-c4ccco4)nc3c2)cc1OC	5	7	0.5	/	-15	20*	-16	/	-4	10	-5
O=C(NCCCN1CCOCC1)c1ccc(Sc2ccc(F)cc2)c([N+](=O)[O-])c1	1	4	/	-2	-33	1	4	-15	-5	0.2	4
CC(=O)OC1COC(N2CCc3cc(Br)c([N+](=O)[O-])cc32)C(OC(C)=O)C1OC(C)=O (stereo not given)	0	-7	-0.3	0	15	-8	2	2	1	1.7	-8
CCOC(=O)c1ccc(N2C(=O)CC(N3CCN(Cc4ccccc4)CC3)C2=O)cc1 (stereo not given)	-2	14	1.0	-2	5	-18	-14	10	-8	-1.6	-1
CC(O)CSc1nc2c(c(=O)n(C)c(=O)n2C)n1CCCc1ccccc1 (stereo not given)	3	15	-1.1	/	0	-5	12	-8	5	0.6	-8
O=C(NCCCN1CCC(Cc2ccccc2)CC1)C1CCC(=O)N1C1CCCC1 (stereo not given)	-9	-13	0.3	/	7	-2	104	-8	2	-0.3	6

Some values from the entries so far:
cardiac RTF act result of CCN(CC)S(=O)(=O)c1ccc(Br)c(OC)c1 is entered as 0
Keap1 Nrf2 FP result of O=C(NCCCN1CCOCC1)c1ccc(Sc2ccc(F)cc2)c([N+](=O)[O-])c1 is entered as 1

Next part
SMILES	Keap1 Nrf2 FP	PvdQ inh	CDK5 inh	NSD2 inh	PfHsp90 yeast 2	RTF Ca sens inh	Mot1-301 SUMO	Rtt109 HAT inh	cardiac RTF act	C-LANA FP	dFosB activator
COc1cccc(N/C(SCc2ccccc2Cl)=C(/C#N)C(=O)NCc2cccs2)c1	-4	7	2.2	-1	-1	4	401	15	8	1.0	-4
Oc1ccc(Cl)cc1Cc1cc(Cl)ccc1O	0	10	1.6	/	107*	/	76&65	20	/	0.4	2
COc1ccc(C(CNC(=O)c2cccc(S(=O)(=O)Nc3ccc(C)cc3)c2)N2CCCCC2)cc1 (stereo not given)	-1	-6	1.1	4	-35	-18	76	20	0	-0.3	11
CCOc1ccccc1NC(=O)Cc1c(F)cccc1Cl	-3	6	0.0	0	-14	-1	11	-10	-4	-1.4	7
Cn1c(C(=O)O)cc2cc(F)ccc21	1	-17	-3.3	5	19	-15	-8	2	1	0.5	3
COCC(=O)N1CCCC(C(=O)c2ccc(C(F)(F)F)cc2)C1 (stereo not given)	-2	6	-0.5	0	-12	6	5	11	-2	0.8	7
COc1ccc(C(=O)Nc2cccc(NC(C)=O)c2)cc1OC	-5	9	-0.2	-1	-1	-12	-14	3	0	0.3	4
Cc1nn(-c2ccccc2)c2nc(N)c(C#N)c(-c3ccc(F)cc3)c12	-4	-10	0.0	33	-34	-14	-5	-13	2	-1.5	-17
Cc1cc(OCC(=O)N2CCCCCC2)ccc1[N+](=O)[O-]	-4	-16	0.6	0	13	-1	-13	-9	5	0.5	5
Cc1ccc(NC(=O)c2cc(-c3ccccc3O)n[nH]2)cc1C	-2	-11	-0.3	3	-6	-3	-1	-7	-4	-0.5	11
CCOc1cc(CNCCO)cc(Br)c1OCc1ccccc1	-2	-6	-6.8	0	10	-8	4	0	11	0.9	-3
CCOC(=O)C1CCN(CCC(=O)Nc2cccc(Cl)c2C)CC1	2	-9	0.8	1	4	-1	-10	-1	2	-0.3	-1
O=C(NCc1cccs1)C(Cc1ccccc1)n1cccc1 (stereo not given)	-1	9	1.3	/	-12	5	-11	9	-3	-1.0	1
COc1ccc(N2CCN(C(=O)COC(=O)CNC(=O)c3cccc(OC(F)F)c3)CC2)cc1	-4	-6	-5.4	1	1	-5	-11	5	-3	0.0	-5
COC(=O)Nc1ccc(SCC(=O)c2ccccc2)cc1	-4	0	1.0	-6	6	1	3	5	0	-0.7	-4
Clc1ccc2nc(CSc3nc4ccccc4o3)cn2c1	3	-7	0.3	0	-8	2	-13	2	-5	-0.5	-4
O=C(N/N=C/c1cccc(O)c1)c1csc2ccccc12	-5	-21	-1.0	0	19	-3	21	3	-1	-0.2	-16
CC1=CS(=O)(=O)CC1Sc1nc2ccccc2[nH]1 (stereo not given)	1	2	-0.6	-2	3	4	-6	-9	2	0.6	-2
COc1ccc(CCNC(=O)CCCn2c(=O)c3cccn3c3cccnc32)c(OC)c1	0	-1	1.6	2	5	-2	-6	-10	-7	-1.1	-2

High-throughput results deposited in PubChem BioAssay by several laboratories.
